Assay outcomes deposited in PubChem by Sanford-Burnham Center for Chemical Genomics.
MPTP inh = inhibitors of mitochondrial permeability transition pore. isolated mouse mitochondria, Ca2+ swelling absorbance, 30 min. 1.4% of 360,000 active. inhibition, % at 10 µM. AID 602449;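 active means inhibition of 50% or more, scaled per plate between neutral and stimulator controls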;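 further: 0% = DMSO wells given calcium and 100% = 1 mM EGTA wells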
SENP1 inh = inhibitors of human SENP1 SUMO protease catalytic domain; 0.21% of 360,000 active; recombinant SENP1 catalytic domain, CyPet-SUMO1-YPet FRET cleavage; inhibition, % at 10 µM;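 active means inhibition at least 30% at 10 µM, raw YFP signal under a set limit, fluorescence ratio 0.5 to 1.5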;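 further: 0% = enzyme with DMSO and 100% = no enzyme wells; some results filed as inactive read as strong as hits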
Target sequence (Q9P0U3 419-644 limits assumed): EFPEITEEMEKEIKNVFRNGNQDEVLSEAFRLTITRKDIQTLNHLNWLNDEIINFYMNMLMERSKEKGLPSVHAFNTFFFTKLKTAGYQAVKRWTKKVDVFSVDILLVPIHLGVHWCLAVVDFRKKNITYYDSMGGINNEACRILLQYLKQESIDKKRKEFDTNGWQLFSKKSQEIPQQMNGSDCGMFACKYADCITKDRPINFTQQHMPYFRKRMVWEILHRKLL
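Material: hSENP1 catalytic domain, recombinant; medium: Tris pH 8 with BME, BSA, NP40 and catalase; compound: single concentration of 10 µM compound, 0.5% DMSO final; technique: FRET read of cyan and yellow fluorescence; timing: 50 min enzyme reaction, room temperature, light-protected; reagent: SFCypet-SUMO1-SFYpet substrate at 25 nM; control set: no-enzyme low, enzyme-DMSO high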
SENP6 inh = SENP6 protease inhibition | Q9GZR1 | Recombinant SENP6 catalytic domain, aminoluciferin luminescence | inhibition, % at 10 µM | 1.8% of 330,000 active;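 active means inhibition above about 50% at the single tested dose, limit read from the data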;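 further: plate controls were DMSO wells with enzyme for no effect and DMSO wells lacking enzyme for full effect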
PfG6PD inh = PfG6PD (Plasmodium falciparum) enzyme inhibition | PfGluPho enzyme, NADPH resazurin-diaphorase fluorescence | inhibition, % at 20 µM | 0.78% of 350,000 active | AID 504690;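 active means inhibition reaching at least a set limit at 20 µM in the primary screen, cut at about 59% in these data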;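 further: 0% = DMSO wells with substrate and 100% = DMSO wells lacking glucose-6-phosphate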
NR3A LBD binder = modulates the human NR3A ligand-binding domain; NR3A LBD differential scanning fluorimetry, Tm shift; 0% = protein alone, 100% = glycine-bound protein; Tm shift relative to glycine control, % at 25 µM; 2.5% of 340,000 active; AID 1259313;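 active means melting temperature shift of at least 10% of the positive control shift, at one fixed dose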
SENP8 block = blocks human SENP8 cleavage of Nedd8 substrate; recombinant SENP8, Nedd8 substrate fluorescence; Q96LD8; inhibition, % at 20 µM; 0.64% of 360,000 active; AID 602440; in the data active means inhibition mostly above about 40%, no sharp cut-off; inactive means mostly below about 27%
Target sequence (Q96LD8 whole entry, looked up): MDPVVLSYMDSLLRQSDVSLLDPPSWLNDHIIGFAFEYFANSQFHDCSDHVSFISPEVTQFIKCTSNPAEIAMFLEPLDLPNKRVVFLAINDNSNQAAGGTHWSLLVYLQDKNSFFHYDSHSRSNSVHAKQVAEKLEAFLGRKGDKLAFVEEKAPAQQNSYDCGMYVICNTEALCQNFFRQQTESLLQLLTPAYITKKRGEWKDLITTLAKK
ATG4B inh = inhibitors of human ATG4B cysteine protease. ATG4B cleavage of LC3-PLA2, NBD-HPC fluorescence, 1 h. inhibition, % at 8.33 µM. Q9Y4P1. AID 504462. 0.51% of 340,000 active; in the data active means inhibition above about 40%
Target sequence (Q9Y4P1 whole entry, looked up): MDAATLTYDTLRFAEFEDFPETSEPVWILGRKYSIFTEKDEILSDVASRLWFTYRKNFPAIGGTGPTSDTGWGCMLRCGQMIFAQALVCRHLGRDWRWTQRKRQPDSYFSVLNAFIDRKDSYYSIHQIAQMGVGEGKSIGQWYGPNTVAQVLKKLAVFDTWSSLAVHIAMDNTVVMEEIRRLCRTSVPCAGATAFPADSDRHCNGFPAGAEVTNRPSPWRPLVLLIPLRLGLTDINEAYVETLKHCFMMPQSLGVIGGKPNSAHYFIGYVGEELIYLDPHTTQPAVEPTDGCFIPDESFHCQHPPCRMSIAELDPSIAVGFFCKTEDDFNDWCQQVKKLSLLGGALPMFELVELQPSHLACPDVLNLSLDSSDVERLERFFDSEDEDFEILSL
hIAP activ = human IAP activation; P09923; purified human IAP, CDP-Star luminescence, 30 min; active compounds read high; 1 = vehicle-only enzyme, 0 = enzyme-free background; activation factor at 10 µM; 0.16% of 330,000 active; AID 2524;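 active means activation factor of the enzyme at least 2-fold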; further: the source names both 10 and 20 µM as test concentration; values of inactives mirror those of a sister screen read the other way
An asterisk follows results filed as active; x = not tested or not shown.

SMILES	MPTP inh	SENP1 inh	SENP6 inh	PfG6PD inh	NR3A LBD binder	SENP8 block	ATG4B inh	hIAP activ
Cc1noc(C)c1COC(=O)c1cc2ccccc2cc1O	1.0	2	-28	-5	-6	-13	-3	0.91
O=C1CC2(CCN(C(=O)C3CC(=O)N(c4ccc(F)cc4)C3)CC2)Oc2ccccc21 (configuration not stated)	-0.3	2	-7	-2	0	-85	-1	1.1
Cc1ccsc1C(=O)NNC(=S)NC1CCCCC1	0.2	1	17	-9	-1	-18	-7	2.3*
Cc1ccc(C(NC(=O)c2ccccc2)C(Cl)(Cl)Cl)cc1 (configuration not stated)	14	1	-10	7	0	5	-5	0.91
Nc1ccccc1-c1nc2ccncc2[nH]1	1.1	-9	x	5	x	-493	x	x
COc1cccc(CNCC(O)COc2ccc(C(=O)c3ccccc3)cc2)c1 (configuration not stated)	84*	1	-12	-15	-2	6	-5	0.87
OCCNc1nc2ccccc2n1-c1ncnc2sc3c(c12)CCC3	36	-7	x	0	19*	22	5	x
O=C(Nc1ccccc1Cl)c1ccc(COc2ccc3c(c2)CCC3)cc1	-0.6	0	5	-13	-1	13	-3	0.95
Fc1ccccc1NC(=S)N1CCC(c2ccccc2)C1 (configuration not stated)	1.9	3	-7	-11	-3	7	-1	0.99
COc1ccc(N2CCN(C(=O)c3cccc(S(=O)(=O)N4CCc5ccccc54)c3)CC2)cc1	1.6	1	-2	27	-3	26	-12	1.1
O=C(CCC(=O)OCC(=O)c1ccc(Br)cc1)Nc1cccc2cccnc12	0.7	-1	7	-25	-2	32	-1	0.88
CS(=O)(=O)N(CC(=O)NC1CC2CCC1C2)c1ccc(Oc2ccccc2)cc1 (configuration not stated)	-0.2	2	-6	-9	-1	0	-8	1.1

With a hit mark in hIAP activ, of those listed so far:
compound	MPTP inh	SENP1 inh	SENP6 inh	PfG6PD inh	NR3A LBD binder	ATG4B inh	hIAP activ
Cc1ccsc1C(=O)NNC(=S)NC1CCCCC1	0.2	1	17	-9	-1	-7	2.3*

(next part)
SMILES	MPTP inh	SENP1 inh	SENP6 inh	PfG6PD inh	NR3A LBD binder	SENP8 block	ATG4B inh	hIAP activ
CCOC(=O)N1CCN(Cc2c(O)ccc3ccccc23)CC1	0.1	2	-6	-15	-1	-86	10	1.1
CC1CC(C)(C)NC(=S)N1CCCC(=O)Nc1ccc(F)cc1 (configuration not stated)	-2.3	1	-8	-1	-1	17	3	1
CCn1cc(C(=O)N2CCCC2)c(=O)c2cc(S(=O)(=O)N3CCC(C)CC3)ccc21	2.4	2	5	-1	0	23	-11	1.2
CC(=O)C1=C(C)NC(SCC(=O)Nc2nccs2)=C(C#N)C1c1ccccc1Cl (configuration not stated)	1.6	-11	-1	-5	-8	-6	35	0.84
O=[N+]([O-])c1ccc(NC2CCN(Cc3ccccc3)CC2)c([N+](=O)[O-])c1	2.8	1	-4	-8	-1	28	-10	1
COc1cc(C(=O)Nc2scc(-c3ccc(C)cc3)c2C(=O)O)cc(OC)c1OC	2.5	0	-9	76*	-1	-147	13	0.97
CC(C)OCCCNc1nc2c(c(=O)n(Cc3ccccc3F)c(=O)n2C)n1C	3.6	1	-7	-14	-3	9	-1	1.1
CC1(C)C2CC=C(/C=N/NC(=O)C3CC3)C1C2 (configuration not stated)	-1.7	0	1	-2	-1	12	3	0.84
Fc1ccc(COc2ccc(Cl)cc2/C=N/Nc2nc(N3CCCC3)nc(N3CCCC3)n2)cc1	0.2	1	-9	-22	0	8	7	1.2
Cc1ccc(C)c(S(=O)(=O)N2CCC(c3nc4c(nnn4Cc4ccc5c(c4)OCCO5)c(=O)[nH]3)CC2)c1	-0.1	-1	-16	-10	4	16	-10	0.87
CC(OC(=O)CNC(=O)C12CC3CC(CC(C3)C1)C2)C(=O)Nc1ncc(Cl)cc1Cl (configuration not stated)	0.6	-3	-3	1	-2	-14	-13	0.97
CC(=O)c1ccc(OC(C)C(=O)NCC2(N3CCOCC3)CCCCC2)cc1 (configuration not stated)	0.6	-1	3	-10	1	2	2	1
Cc1c(C)n(CCCN(C)C)c2ncnc(NC3CCCCC3)c12	0.3	11	-12	-4	-3	0	2	0.99
Cc1ccnc(NC(=O)CNC(=O)c2ccc3ccccc3c2)c1	-0.3	-3	-8	2	2	1	-7	0.8
O=C(c1cnn2c(C(F)(F)F)cc(-c3ccccc3)nc12)N1CCCc2ccccc21	0.3	0	1	-8	-1	2	8	0.89
O=C(Oc1ccc(N2C(=O)CCC2=O)cc1)c1ccccc1	0.3	2	-9	-20	-4	28	-12	1
COC(=O)CSc1nnc(-c2ccoc2C)n1-c1ccc(C)cc1	-2.4	2	-6	-11	-4	5	3	0.97
O=C(CN1C(=O)CSc2ccc(S(=O)(=O)N3CCOCC3)cc21)NCCc1ccccc1	-0.4	1	x	-5	x	4	x	x
CN[C@H]1C[C@H]2c3[nH]c4ccc(-c5ccc(OC)cc5)cc4c3CCN2C(=O)[C@H]1[C@H](C)O	-3.4	-52	x	3	x	-443	x	x
COc1cccc(NC(=O)CCS(=O)(=O)c2cccs2)c1	-0.4	-1	-2	5	1	13	-4	1.2
CS(=O)(=O)N(CC(=O)N1CCCCC1)C1CCCCC1	0.3	0	-10	1	2	20	-1	1
Cc1cc(C)n(CCC(=O)N2c3ccccc3CC2C)n1 (configuration not stated)	0.9	0	9	0	-2	26	-10	1
CCOC(=O)c1c(-c2cccc([N+](=O)[O-])c2)csc1NC(=O)C1CC1	1.7	0	1	0	-2	22	3	0.98
CCOc1ccc(CCNC(=O)COC(=O)CNC(=O)c2ccc(Br)o2)cc1OCC	-0.1	1	-2	0	1	14	-10	0.86

Results in NR3A LBD binder and MPTP inh, for some of the entries so far:
SMILES | NR3A LBD binder | MPTP inh
O=C(Oc1ccc(N2C(=O)CCC2=O)cc1)c1ccccc1 | -4 | 0.3
CS(=O)(=O)N(CC(=O)N1CCCCC1)C1CCCCC1 | 2 | 0.3
O=C(CN1C(=O)CSc2ccc(S(=O)(=O)N3CCOCC3)cc21)NCCc1ccccc1 | x | -0.4
COc1cccc(NC(=O)CCS(=O)(=O)c2cccs2)c1 | 1 | -0.4
O=C(c1cnn2c(C(F)(F)F)cc(-c3ccccc3)nc12)N1CCCc2ccccc21 | -1 | 0.3
CCOc1ccc(CCNC(=O)COC(=O)CNC(=O)c2ccc(Br)o2)cc1OCC | 1 | -0.1
Cc1ccnc(NC(=O)CNC(=O)c2ccc3ccccc3c2)c1 | 2 | -0.3

(further entries)
SMILES	MPTP inh	SENP1 inh	SENP6 inh	PfG6PD inh	NR3A LBD binder	SENP8 block	ATG4B inh	hIAP activ
N#CC1CC(c2ccc([N+](=O)[O-])cc2)=NN1c1ccc([N+](=O)[O-])cc1 (configuration not stated)	3.0	-33	6	24	20*	-119	-7	0.91
CCOC(=O)c1c(C)n(C)c2cc(OCCN(CC)CC)ccc12	0.2	1	13	-11	1	6	2	0.76
O=C(NCc1nnc2c(C(F)(F)F)cc(Cl)cn12)c1cccnc1	-2.5	-4	-7	2	2	-7	-2	1.1
O=C(CC(NC(=O)c1ccccc1Cl)c1ccccc1)NCCc1ccc(Cl)cc1 (configuration not stated)	2.4	-3	-20	-13	1	8	8	1.1
O=C(COC(=O)c1ccc2c(c1)OCO2)Nc1ccccc1OC(F)F	-1.7	5	-11	-3	-2	5	-2	1
CN(C)c1ccc(C(CC(=O)O)C(=O)O)cc1 (configuration not stated)	-2.0	1	-1	-8	1	-3	4	1.1
Cc1ccc2c(c1)C1CN(C)CCC1N2Sc1ccccc1[N+](=O)[O-] (configuration not stated)	0.6	2	-23	20	0	36	28	0.86
CCOc1ccccc1OCc1nn2c(COc3ccccc3)nnc2s1	-1.8	2	-4	69*	14*	11	-10	0.91
O=C(O)c1cccc(Nc2nc(-c3ccc([N+](=O)[O-])cc3)nc3ccccc23)c1	1.1	1	-10	-18	0	22	7	0.92
Cc1cccc(-n2nc3c(c2NC(=O)CCCl)CSC3)c1	2.2	4	-10	5	3	16	10	0.9
Cc1cc(C)c2c(N)c(C(=O)Nc3ccccc3F)sc2n1	-1.8	-98	-9	28	2	-445	-2	1
COC(=O)[C@@]12CCCN1[C@H](c1ccc(-c3cccc(Cl)c3)cc1)[C@H]1C(=O)N(C)C(=O)[C@H]12	0.1	-2	-14	-2	-1	2	-5	1.1
CCOc1ccc(-n2c(C)cc(C(=O)CCl)c2C)cc1	0.4	0	4	8	1	4	5	0.99
COc1ccc(C(=O)Nc2ccc(S(=O)(=O)N3CCN(C)CC3)cc2)cc1[N+](=O)[O-]	0.5	-1	13	13	8	10	-6	0.93
CCC(C)(C)NC(=O)CN(CCc1cccc(C)c1)C(=O)c1csnn1	-1.8	1	1	12	-1	5	-4	1.1
Cn1ccnc1SCC(=O)Nc1ccc(Cl)cn1	2.4	2	2	-2	1	11	-8	0.85
c1ccc(OCc2nnc(-c3ccccc3)o2)cc1	-0.9	2	18	-12	-2	8	-5	0.92
CCc1cc2cc(C)ccc2nc1SCC(=O)NNC(=O)c1ccco1	1.0	2	-3	-11	-1	7	3	1.8
CC1(c2ccc(OC(F)F)cc2)NC(=O)N(CC(=O)Nc2ccc(Cl)cc2F)C1=O (configuration not stated)	-0.2	1	9	-9	-8	8	-12	0.97
N[C@@]12CCc3nonc3[C@]1(O)CC(c1ccccc1)=[N+]2[O-]	-1.0	6	-3	-14	1	4	-6	0.97
CSCCC(C)N1CCC(Oc2ccc(C(=O)N3CCCC3)cc2)CC1 (configuration not stated)	-0.1	-21	-7	-3	0	7	27	1.1
CCn1ccnc1CN(C)Cc1cn(-c2ccccc2)nc1-c1ccc(OC)cc1F	-2.9	2	2	-8	-2	-78	0	1.3
N#C/C(=C(/O)c1cccs1)c1nc2ccccc2[nH]1	2.4	-94	-5	3	-3	-467	-3	1.2
FC(F)C(F)(F)c1cc(-c2ccc(Cl)cc2)n[nH]1	47	1	-8	39	5	16	6	1.1
CCOc1cc(/C=C(\C#N)C(=O)Nc2ccccc2C(=O)O)ccc1OC(=O)c1ccc(C)cc1	1.3	-13	x	-5	-1	19	12	x
CCOc1ncccc1C(=O)Nc1cc(S(=O)(=O)N2CCCCC2)ccc1OC	1.1	3	-12	1	3	-3	-6	0.95
O=C1C2CC=CCC2C(=O)N1Cc1ccccc1Cl (configuration not stated)	-0.7	-2	-12	4	-2	10	-9	1.2
COc1ccc(Cn2nnnc2C(C(C)C)N(Cc2ccco2)Cc2cccs2)cc1 (configuration not stated)	2.4	-2	0	5	0	16	-2	0.94
COc1ccc(-c2cc(C(F)F)n3ncc(C(=O)Nc4cc(C)on4)c3n2)cc1	2.7	-29	-9	-3	1	-361	-10	1.1
COc1ccccc1CN1C(=O)CCC1(C)C(=O)NC1CCCCCC1 (configuration not stated)	3.4	2	3	6	-1	17	-1	1.1
CCNc1nc(N)c(C(=O)c2ccc(Cl)s2)s1	0.2	1	-13	5	-6	22	-5	1
C=CCNC(=O)C1=NN(c2c(F)c(F)cc(F)c2F)C(=O)CC1	0.1	1	0	8	1	8	-6	0.87
CCC(C)(O)C(=O)N[C@H]1CCCN1C(=O)/C=C/c1ccccc1 (some centres not stated)	-1.2	0	-5	-16	-1	11	-2	1
CC(=O)Nc1ccc(N2C(=O)CSC2c2c(F)cccc2Cl)cc1 (configuration not stated)	0.7	-1	-9	3	-2	12	2	1
NS(=O)(=O)c1cccc(NC(=O)CN2CCN(S(=O)(=O)c3ccc4c(c3)OCCO4)CC2)c1	-1.2	3	-13	2	-1	12	-9	0.95
CC(=O)Nc1ccc(C2=NNC(=Nc3cccc(S(=O)(=O)N(C)C)c3)SC2)cc1	-0.1	-5	11	37	12*	-321	-18	0.93
O=C(Nc1ccnn1C1CCN(C(=O)c2ccc(C(F)(F)F)cc2)CC1)C1CC1	-0.1	0	-4	-13	0	6	9	1.3
S=C1NC(c2cccs2)=CC(c2ccc(Br)cc2)N1 (configuration not stated)	0.9	-22	-21	40	-16	8	-2	0.94
COc1ccc(-n2c(O)c(C=NC3CC3)c(=O)[nH]c2=O)cc1	0.5	4	-24	-16	0	29	5	0.97
